# High-throughput results as filed in PubChem.
# GAA glycogen: alters human alpha-glucosidase cleavage of glycogen; P10253; recombinant GAA, glycogen substrate, Amplex Red glucose oxidase fluorescence; Potency, µM (titrated, usually from 76.4 µM), for the others: at the top dose activity change, negative = inhibition, most hits filed as inhibitors; actives 0.38% (n = 300,000); active = well fitted inhibition curve with a large enough effect; inconclusive = small, poorly fitted or top-dose-only effect, or another doubt; inactive = no such curve, though single readings can be large or run the other way;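 also: 0% = full enzyme reaction and -100% = no-enzyme basal signal; the screen sought inhibitors and activators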
#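 qHTS, 1536-well; enzyme 4 nM final; cpd up to 77 uM; substrate bovine liver glycogen 30 ug; 50 mM citrate/phosphate pH 5.0, 0.01% Tween-20; 37 C, 40 min; Amplex Red detection 45 min RT; Hill fit → AC50.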
# * = called active by the depositor; u = inconclusive; [ ] = another dose, or the depositor's remark. Potency is read from the fitted curve at half-maximal effect. Only part of the results is shown; rates above refer to the full screens.
SMILES,GAA glycogen
OCC1(CCc2ccccc2)CCCN(C/C=C/c2ccccc2)C1 (centres undefined),-8.7%[76.3 µM]
Cc1ccc(Nc2ccc(C(=O)O)cc2[N+](=O)[O-])cc1,2.5%
O=C(Nc1ccc(Br)cc1C(=O)O)c1ccc2c(c1)C(=O)N(Cc1ccccc1)C2=O,-3.3%[76.3 µM]
CS(=O)(=O)Nc1ccc(C(=O)Nc2ccc3ccccc3c2)cc1,-5.6%[76.3 µM]
Cc1ccc(C)c(N(CC(=O)NCCc2ccccc2)C(=O)CCC(=O)Nc2ccccn2)c1,10.8%
COc1ccc(OC)c(CCNC(=O)c2ccccc2NC(=O)C2=C(C)OCCS2)c1,-1.8%[76.3 µM]
O=C1CC(N2CCN(c3ccccc3)CC2)C(=O)N1c1cccc(Cl)c1 (centres undefined),-5.4%[76.3 µM]
COc1cc(NC(=O)Cn2c([N+](=O)[O-])cnc2C)c(OC)cc1Cl,14.7%[76.3 µM]
Cc1ccc(Cl)cc1NC(=O)CN1CCN(C(=O)C2CCCO2)CC1 (centres undefined),-0.8%[76.3 µM]
COc1ccccc1CN1CC(C(=O)NC2(c3ccccc3)CC2)CCC1=O (centres undefined),0.1%[76.3 µM]
CNc1c(NS(=O)(=O)c2ccc(Cl)cc2)c(=O)oc2ccccc12,1.8%
COCc1nn2c(N)c(-c3ccccc3)cnc2c1-c1ccccc1,-8.5%[76.3 µM]
CCOc1ccc(CCNC(=O)C2CC(=O)N(Cc3ccc(OC)cc3)C2)cc1OCC (centres undefined),-4.4%[76.3 µM]
CCCCc1nc2cc(C(=O)N3CCCC(OCCC)C3)ccc2o1 (centres undefined),5.9%[76.3 µM]
COc1ccc(Cc2nnc(NC(=O)c3ccc(OC)c(OC)c3)s2)cc1,6.4%[76.3 µM]
CC(C)(C)c1nnc(NS(=O)(=O)c2ccc([N+](=O)[O-])cc2)s1,-15.9%[76.3 µM]
CC(CN1CCOCC1)OC(=O)c1ccccc1Cl (centres undefined),0.9%[76.3 µM]
Cc1ccc(C(=O)Nc2cccc3[nH]c(C(F)(F)F)nc23)cc1,-3.6%
CCCNc1c(NS(=O)(=O)c2ccc(OC)c(OC)c2)c(=O)oc2ccccc12,-28.4%[76.3 µM]
CCn1c(/C=C/c2cc(Br)ccc2O)nc2ccccc2c1=O,0.8%[76.3 µM]
Cc1c(NC(=O)COc2ccc(C(C)C)cc2)c(=O)n(-c2ccccc2)n1C,-6.4%[76.3 µM]
CCc1ccc(OC(C)C(=O)Nc2ccccc2C(=O)N2CCOCC2)cc1 (centres undefined),-6.6%[76.3 µM]
COC(=O)c1ccsc1NC(=O)CCc1ccccc1,-8.5%[76.3 µM]
CCNc1oc(-c2ccccc2F)nc1S(=O)(=O)c1ccccc1,1.8%[76.3 µM]
CCC(Oc1ccccc1)C(=O)Nc1ccccc1N1CCCCC1 (centres undefined),0.4%[76.3 µM]
Cc1cccc(NC(=O)CSc2nc3ccccc3nc2N2CC(C)OC(C)C2)c1 (centres undefined),-6.1%[76.3 µM]
COc1ccc(-c2csc(Nc3ncccn3)n2)cc1C,3.7%
COc1ccc(-n2cc(-c3ccccc3)[nH]c2=S)c(OC)c1,0.7%
CCOc1ccccc1NC(=O)C1COc2ccccc2O1 (centres undefined),-9.3%[76.3 µM]
O=C(c1cccc(-n2cccc2)c1)N1CCN(S(=O)(=O)c2c(F)cccc2F)CC1,-4.9%[76.3 µM]
Cc1ccc(S(=O)(=O)N(C)/N=C/c2ccc(N(C)C)cc2)cc1,-0.2%
COc1cccc(-c2nc(CS(=O)CC(=O)NCCc3ccccc3)c(C)o2)c1 (centres undefined),-4.0%[76.3 µM]
CCn1c(NC(C)=O)c(-c2ccccc2Cl)c(=O)c2ccccc21,7.4%
COc1ccc(NC(=O)N2CCCC2C(=O)NCc2cccs2)cc1 (centres undefined),-8.0%
Cc1nc2ccccc2c(N)c1C(=O)/C=C/c1ccccc1,-0.8%[76.3 µM]
O=C(c1ccc(F)c(F)c1)N1CCCc2ccccc21,-6.6%[0.611 µM]
NS(=O)(=O)c1ccc(CCNC(=O)c2nc(CS(=O)(=O)c3ccc(Cl)cc3)no2)cc1,4.1%[76.3 µM]
CCOC(=O)N1CCN(C(=O)CCN2C(=O)/C(=C\c3ccccc3OC)SC2=S)CC1,2.0%[76.3 µM]
O=C(CSc1nccc(=O)[nH]1)Nc1ccc(Oc2ccccc2)cc1,-11.8%[76.3 µM]
C/C(CC(=O)NCc1ccco1)=N\NC(=O)c1ccc(Cl)cc1Cl,0.3%
C=CCN1C(=O)C2(OCCO2)c2cc(C)ccc21,-2.1%
Cc1nn(-c2ccccc2)c(Cl)c1/C=N/NC(=O)c1[nH]ncc1Br,-5.0%[76.3 µM]
Cc1cccc(-n2ncc3c2CCCC3NC(=O)CN2CCOC2=O)c1C (centres undefined),0.1%[76.3 µM]
COC(=O)CN1C(=O)[C@H]2[C@@H](c3ccc(C)o3)N3C(=O)CN(CC4CC4)C(=O)[C@@]3(Cc3ccccc3)[C@H]2C1=O,-6.6%[76.3 µM]
COc1ccc(F)cc1C(=O)C1CCCN(C(=O)c2ccc(C(C)=O)s2)C1 (centres undefined),2.1%[76.3 µM]

# Ordered by formula weight (falling): four of the compounds above
SMILES,GAA glycogen
CCOC(=O)N1CCN(C(=O)CCN2C(=O)/C(=C\c3ccccc3OC)SC2=S)CC1,2.0%[76.3 µM]
COc1cccc(-c2nc(CS(=O)CC(=O)NCCc3ccccc3)c(C)o2)c1 (centres undefined),-4.0%[76.3 µM]
Cc1ccc(S(=O)(=O)N(C)/N=C/c2ccc(N(C)C)cc2)cc1,-0.2%
O=C(c1ccc(F)c(F)c1)N1CCCc2ccccc21,-6.6%[0.611 µM]

# (next part)
SMILES,GAA glycogen
Cc1cc(C)nc(NC(=O)c2ccc(Br)s2)n1,14.3%[76.3 µM]
CC(=O)Nc1nc(-c2ccc3c(c2)CCN3C(=O)C2CC2)c(C)s1,3.1%
Fc1cccc(CN2CCSCC2)c1,-13.8%[76.3 µM]
Cc1[nH]c2ccccc2c1/C=N/NC(=O)c1ccc(N)cc1,2.2%
CCOc1ccc(NC(=O)CN(C)S(=O)(=O)c2ccc(-c3ccc(=O)[nH]n3)s2)cc1,-7.6%[76.3 µM]
Cc1ccc(S(=O)(=O)N(C)c2ccc(OCc3cccc(C)c3)cc2)cc1,-14.2%[76.3 µM]
CCOCCCNC(=O)c1cc(Nc2ccc(OC)cc2OC)nc2ccccc12,0.7%
Cc1cccc(C(=O)Nc2ccc3c(c2)C(=O)NC3=O)c1,17.4%[76.3 µM]
Cc1c(C)c2c(OCC(=O)NCc3cccnc3)cc3c(c2oc1=O)CCC(C)(C)O3,9.8%[76.3 µM]
Cc1ccc(N(CC(=O)NC2CCCC2)C(=O)Cn2nnc(-c3ccccc3F)n2)cc1,-5.1%
COc1ccc(NC(=O)C(C)N2c3cccc4cccc(c34)S2(=O)=O)c(OC)c1 (centres undefined),1.0%
CC1CCN(CCCNS(=O)(=O)c2ccc3c(c2)CCN3C(=O)C2CC2)CC1,-7.1%[76.3 µM]
COc1ccc(C(=O)NNC(=O)C(=O)Nc2ccc(C)cc2)cc1,11.1%
COc1ccc(C(C)C)cc1S(=O)(=O)N1CCC(C(=O)NCC2CCCO2)CC1 (centres undefined),-1.0%[76.3 µM]
COC(=O)c1c(NC(=O)C(=O)N2CCOCC2)sc2c1CCC2,0.7%[76.3 µM]
CCCCn1c(N)c(N(CC(C)C)C(=O)C2CCN(C(=O)c3ccc(F)cc3)CC2)c(=O)[nH]c1=O,-2.5%[76.3 µM]
Cc1nn(C)c(C(=O)N/N=C/c2ccncc2)c1Cl,-1.5%[76.3 µM]
N=c1c(C(=O)NC2CCCCC2)cc2c(=O)n3ccccc3nc2n1Cc1ccco1,6.5%
C[C@H](NC(=O)N1CCC(Cc2ccccc2)CC1)C(=O)O,6.9%
C=CCN1N=C(/C=C/c2ccc(OC)cc2)CCC1=O,-8.6%
COc1ccc(/C=N\NC(=O)c2cc(O)c(O)c(O)c2)cc1COc1ccc(C(=O)OCC(C)C)cc1,u
S=C(Nc1ccc(Cl)cc1Cl)N1CCN(c2ccccn2)CC1,-1.2%[76.3 µM]
O=C(NCCCN1CCOCC1)C(=O)NCC1OCCN1S(=O)(=O)c1ccc(F)cc1 (centres undefined),-9.8%[76.3 µM]
Cc1ccc(NC(=O)CSc2nnc(-c3cc(C)on3)o2)cc1,-2.5%
COc1ccccc1N(C)S(=O)(=O)c1ccc(Cl)c(C(=O)NNC(=O)c2ccccc2O)c1,6.2%[76.3 µM]
Cc1ccccc1Cn1cc(CCC(=O)N2CCOCC2)c2ccccc21,-3.6%
N#Cc1cc([N+](=O)[O-])ccc1Oc1ccc(-c2nnco2)cc1,0.8%[76.3 µM]
COc1ccccc1CNC(=O)CS(=O)(=O)Cc1ccccc1,2.0%[76.3 µM]
CCC(C(=O)NC1CCCC1)N(C(=O)Cn1nnc(-c2ccc(C)o2)n1)c1ccc(OC)c(OC)c1 (centres undefined),2.5%
O=C(NC1CCCCCC1)c1cc(S(=O)(=O)N2CCOCC2)ccc1F,-4.8%[76.3 µM]

# Some of the entries above, set out differently:
> Cc1ccc(NC(=O)CSc2nnc(-c3cc(C)on3)o2)cc1
  GAA glycogen: -2.5%

> COc1ccccc1N(C)S(=O)(=O)c1ccc(Cl)c(C(=O)NNC(=O)c2ccccc2O)c1
  GAA glycogen: 6.2%[76.3 µM]

> Cc1ccccc1Cn1cc(CCC(=O)N2CCOCC2)c2ccccc21
  GAA glycogen: -3.6%

> N#Cc1cc([N+](=O)[O-])ccc1Oc1ccc(-c2nnco2)cc1
  GAA glycogen: 0.8%[76.3 µM]

# Further compounds follow.
SMILES,GAA glycogen
C=CCn1c(SCC(=O)NCCc2ccccc2)nc2c([nH]c3ccccc32)c1=O,-10.1%[76.3 µM]
COC(=O)C1CCC(=S)N1C(=O)c1ccccc1 (centres undefined),9.6%[76.3 µM]
CC(c1ccccc1)n1c(N2CCNCC2)nc2c1c(=O)[nH]c(=O)n2C (centres undefined),1.8%[76.3 µM]
CCOc1ccccc1C(=O)Nc1cccc2ccccc12,0.0%[76.3 µM]
O=C(COc1ccccc1Cl)NCCCNC(=O)c1ccncc1,7.2%[76.3 µM]
Cc1ccc(NC(=O)CN(C)S(=O)(=O)c2cccs2)c(Br)c1,-3.4%
Cc1c(Cl)cccc1NC(=O)Cc1cccs1,-3.9%[76.3 µM]
COc1ccc(OC)c(C2=NS(=O)(=O)N(C)C(C(=O)NCc3cccs3)=C2)c1,-2.6%[76.3 µM]
COC(=O)COc1ccc2cc(-c3ccccc3)c(=O)oc2c1,1.5%[76.3 µM]
CC(C)(C)c1cc(OC(=O)C2CCCC2)ccc1O,-18.9%[76.3 µM]
COc1ccc(C2=NS(=O)(=O)N(C)C(C(=O)NC3CCCC3)=C2)cc1OC,9.9%[76.3 µM]
CCn1c(SCC(=O)NC2=NCCS2)nnc1C(C)NC(=O)c1ccc(Cl)cc1 (centres undefined),-7.4%
O=C(NNC(=O)C1CC(c2cccs2)=NO1)Nc1ccccc1 (centres undefined),10.2%[76.3 µM]
CC1(C)Cc2ccccc2-c2[nH]c(=S)[nH]c(=O)c21,-6.3%[76.3 µM]
CN(C)c1ccc(-c2nnc(-c3cccnc3)o2)cc1,-12.6%[76.3 µM]
COc1ccc(N(CC(=O)NCCc2ccc(C)cc2)S(=O)(=O)c2c(C)noc2C)cc1,-3.7%[76.3 µM]
CC(C)[C@@H](C(=O)N[C@@H](Cc1ccccc1)C(=O)O)N1C(=O)N2CCc3c([nH]c4ccccc34)[C@@]2(C)C1=O,-4.6%[76.3 µM]
Cc1ccc(C(=O)NCc2ccc3c(c2)OCO3)cc1C,-3.9%
CC(C)CCNC(=O)CN(Cc1ccco1)C(=O)CCC(=O)Nc1nccs1,1.0%
C[C@]12C(=O)N(c3ccc(C(F)(F)F)cc3)C(=O)N1[C@@H]1c3ccccc3OC[C@@H]1[C@H]2c1ccccc1,11.4%[76.3 µM]
Cc1cc(=O)cc(C)n1-c1ccc(Cl)c(Cl)c1,6.8%
O=Cc1ccc(N2Cc3ccccc3C2)cc1,1.3%[76.3 µM]
Cc1cc(C(=O)N(C)Cc2c(F)cccc2Cl)c2ccccc2n1,-1.1%[76.3 µM]
CCC(C(=O)OCC(=O)N1C(C)CCCC1C)c1ccccc1 (centres undefined),-3.3%
CCOC(=O)C1CCN(S(=O)(=O)c2cc(C(=O)OC)n(C)c2)CC1,5.2%[76.3 µM]
CCOC(=O)C1=C(C)N=c2s/c(=C\c3cccc(OCC(=O)O)c3)c(=O)n2C1c1ccccc1 (centres undefined),-6.7%[76.3 µM]
O=C(O)COc1ccccc1/C=N/NC(=O)Cc1ccccc1,-1.2%[76.3 µM]
CC1CCN(C(=O)C(C)NCc2ccc(F)cc2)CC1 (centres undefined),20.5%[76.3 µM]
C[C@H](NC(=O)c1nc[nH]c1C(=O)NCC(=O)OC(C)(C)C)c1ccccc1,-14.1%[76.3 µM]
CCN(Cc1ccccc1)S(=O)(=O)c1ccc(C(=O)Nc2nnc(C)o2)cc1,4.4%[76.3 µM]
NC(=O)COc1ccc(NC(=O)CC23CC4CC(CC(C4)C2)C3)cc1,10.1%[76.3 µM]
CCCn1c(SCC(=O)N2CCN(C(C)=O)CC2)nc2sc3c(c2c1=O)CCC3,-6.9%[76.3 µM]
CC1(C)CC(=O)c2c(O)cc(OCC(=O)NCCc3ccc(S(N)(=O)=O)cc3)cc2O1,-12.8%[76.3 µM]
COC(=O)c1ccc(C)c(NS(=O)(=O)c2cn(C)nc2C)c1,4.9%[76.3 µM]
CCCCC(=O)Oc1c(S(=O)(=O)c2ccc(C)cc2)c(C)nn1C(C)(C)C,-0.6%
COc1ccc(Cn2c(=S)[nH]c3cc(C(=O)N4CCCCC4)ccc3c2=O)cc1,-2.5%
COc1ccc(S(=O)(=O)N2CCC(C(N)=O)CC2)cc1C(=O)N1CCCCCC1,2.4%
NC(=O)CC(NC(=O)Cc1ccc(Br)cc1)c1ccc(NCCN2CCCC2)c([N+](=O)[O-])c1 (centres undefined),23.7%[76.3 µM]
